Screening data as filed in PubChem.
Plk1 PBD FP: Plk1 polo box domain binding inhibitors, primary screen, biochemical, fluorescence polarization | Plk1 PBD phosphopeptide binding | inhibition, %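 (tested at about 20 µM)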 | 97,000 compounds, 0.13% hits | AID 693, 2007; in the data active = inhibition above about 34%, passing the limit was not always enough
cytoskel mod: modifiers of F-actin cytoskeleton organization, primary screen, imaging, HUVEC, phalloidin staining, high-content imaging; HUVEC TNFa F-actin phalloidin imaging; inhibition, % at 2 µM; 91,000 compounds, 0.18% hits;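 active = inhibition above the batch mean plus 3 SD and confirmed as a hit by visual image inspection, cut at about 30% in these data, passing the limit was not always enough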; also: strong numbers were not always called active
VCAM1 TNFa inh: inhibitors of TNFa-induced VCAM1 expression, primary screen, imaging, HUVEC, TNFa stimulus, immunofluorescence | inhibition, % at 2 µM | 95,000 compounds, 0.48% hits | HUVEC TNFa-induced VCAM-1 immunofluorescence, high-content imaging;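 active = inhibition above the batch mean plus 3 SD, with images confirmed as a hit by eye, cut at about 37% in these data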;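 also: 0% = TNF-stimulated DMSO wells and 100% = unstimulated control wells; not every result past the cut was called active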
DAT uptake mod: changed hDAT dopamine uptake under cocaine IC80, either direction, primary screen, cocaine antagonist project, cell-based, LLC-PK1 hDAT, [14C]-dopamine uptake, MLSMR | LLC-PK1 hDAT cells, [14C]-dopamine uptake with cocaine IC80; actives deviate in either direction | B-score at 10 µM | 110,000 compounds, 1.3% hits;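 active = Z score or B-score, a plate-position-corrected score, falls beyond the plate's 99.7% confidence bounds, in either direction; inactive = both scores lie inside the 99.7% bounds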;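 also: scored against the spread of the other compound wells on the same plate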
Target sequence (Q01959 whole entry, looked up): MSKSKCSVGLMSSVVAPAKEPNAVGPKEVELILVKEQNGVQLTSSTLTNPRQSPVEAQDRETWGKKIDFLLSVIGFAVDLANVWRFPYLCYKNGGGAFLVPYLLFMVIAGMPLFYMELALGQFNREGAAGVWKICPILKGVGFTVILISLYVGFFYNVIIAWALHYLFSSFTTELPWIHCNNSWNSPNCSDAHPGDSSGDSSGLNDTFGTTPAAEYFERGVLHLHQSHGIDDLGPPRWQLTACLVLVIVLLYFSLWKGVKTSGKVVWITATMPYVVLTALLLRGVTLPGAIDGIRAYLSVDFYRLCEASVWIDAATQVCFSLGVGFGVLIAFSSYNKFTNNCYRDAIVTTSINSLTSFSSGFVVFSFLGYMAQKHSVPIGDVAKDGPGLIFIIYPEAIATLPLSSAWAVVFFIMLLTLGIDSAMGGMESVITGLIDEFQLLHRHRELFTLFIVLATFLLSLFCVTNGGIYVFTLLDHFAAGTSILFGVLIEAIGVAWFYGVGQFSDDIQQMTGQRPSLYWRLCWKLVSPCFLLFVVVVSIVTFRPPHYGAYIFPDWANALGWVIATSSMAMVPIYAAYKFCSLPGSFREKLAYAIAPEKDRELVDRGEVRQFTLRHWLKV
Ecoli WT expand: growth inhibitors of wild-type E. coli, primary screen, strain BW25113, expanded library, OD600 | growth inhibition, % at 100 µM | OD600 absorbance | 98,000 compounds, 0.15% hits;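 active = growth inhibition above about 50% at one test dose, limit read from the data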;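 also: growth measured after 20 h incubation at 37 °C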
sEH inh: soluble epoxide hydrolase inhibitors, primary screen, biochemical, human sEH. recombinant human sEH enzymatic activity assay. Bifunctional epoxide hydrolase 2 (Homo sapiens), P34913. inhibition, % at 2 µM. AID 707, 2007. 91,000 compounds, 0.34% hits; in the data active = inhibition above about 80%; also: values of inactives mirror those of a sister screen read the other way; many of its hits are not listed in these tables
PLK1 kinase inh: human PLK1 kinase inhibitors, primary screen, biochemical, TR-FRET. Serine/threonine-protein kinase PLK1 (Homo sapiens), P53350. recombinant PLK1 kinase, TR-FRET peptide phosphorylation. inhibition, % at 10 µM. 97,000 compounds, 0.53% hits. AID 619, 2007;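 active = inhibition of 50% or more in the single-concentration screen; inactive = inhibition below 50%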;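 also: 0% = DMSO max control and 100% = H-89 dihydrochloride min control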
IL1B cytotox: cytotoxicity in IL-1B stimulated HUVEC, primary screen, cytotoxicity control for IL-1B NFkB translocation project, imaging, Hoechst nuclear count, IL-1B stimulus. HUVEC cell count loss. cell count reduction, % at 2 µM. 94,000 compounds, 0.41% hits. AID 845, 2007;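 active = cell count reduction more than 3 SD above the screen-wide mean, cut at about 70% in these data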;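 also: normalized per plate to untreated control cells as the no-loss baseline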
HUVEC tox TNFa: cytotoxicity in TNFa-stimulated HUVEC, primary screen, cytotoxicity control for VCAM1 expression modulator project, imaging, Hoechst nuclei count | HUVEC TNFalpha-stimulated, Hoechst cell count | cell count reduction, % at 2 µM | 93,000 compounds, 0.17% hits | AID 848, 2007;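 active = cell count reduction exceeding the screen mean by over 5 SD, scaled to untreated wells per plate, cut at about 78% in these data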;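 also: cells counted after 24 h of TNF alpha exposure following the 1 h pretreatment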
* hit, by the source's call; nt = no result given.

SMILES	Plk1 PBD FP	cytoskel mod	VCAM1 TNFa inh	DAT uptake mod	Ecoli WT expand	sEH inh	PLK1 kinase inh	IL1B cytotox	HUVEC tox TNFa
CC(Oc1ccc(Cl)cc1)c1ccnn1S(=O)(=O)c1ccccc1 (stereo unspecified)	7	11	10	-0.13	1	-17	-14	-1	-28
N#CCSc1ncccc1-c1nc2ccccc2[nH]1	0	0	21	-0.065	nt	4	-2	-13	-23
Cc1noc(C)c1S(=O)(=O)N(C)CC(=O)Nc1ccc(F)cc1	2	nt	-5	-1.6	-1	15	6	-4	1
CSc1ccc(C#N)cc1NC(=O)c1ccc(Cl)cc1Cl	12	-11	16	-1.1	-5	-3	-12	-16	-21
COc1ccccc1NC(=O)CSc1nnc(-c2ccoc2C)n1CC1CCCO1 (stereo unspecified)	-19	-14	17	nt	-4	7	-5	0	8
CCOn1c(=O)c(-c2cccs2)[n+]([O-])c2ccccc21	0	13	-2	-0.17	-2	2	-13	9	1
O=C1C2CC=C(Cl)CC2C(=O)N1CCC[n+]1ccccc1 (stereo unspecified)	-11	-1	-1	0.41	-6	-15	-9	-17	-24
O=C(NC(=S)Nc1cccc(Cl)c1N1CCCCC1)c1cccs1	-18	-53	9	-0.3	-13	5	-11	-28	0
O=C1c2cccc3c([N+](=O)[O-])ccc(c23)C(=O)N1c1nccs1	-20	-17	76*	0.5	0	-7	-11	35	29
CCOC(=O)CSc1nc2c(sc(=S)n2Cc2ccco2)c(=O)n1-c1ccc(F)cc1	1	-3	-27	0.18	-23	nt	-5	-2	-11
O=C(NCCc1ccccc1)c1cccnc1N1CCCCCC1	-9	-41	0	0.46	-6	-10	2	6	6
CCOC(=O)c1c(CN2CCOCC2)n(-c2ccccc2)c2cc(Br)c(OC)cc12	-11	7	13	0.26	-25	7	-4	-4	-8
CCNC(=O)c1sccc1-n1cccc1	-18	2	32	0.58	6	-6	-1	nt	8
O=C(NCn1ccc(=O)[nH]c1=S)c1ccccc1	-9	-3	-17	0.34	9	7	-2	-13	-27
CCCC(=O)OCCNC(=O)c1cc2ccccc2oc1=O	-20	-13	10	0.28	1	8	3	-12	-10
O=C(Cn1nnc(-c2ccc(CN3CCOCC3)cc2)n1)NC1CCCCC1	1	-7	20	-0.66	-13	44	-9	-14	-12
CC(=O)c1cccc(NC2c3ncccc3C(=O)N2Cc2ccco2)c1 (stereo unspecified)	-5	nt	nt	0.046	0	9	-10	nt	nt
Cc1ccc(CNCc2ccccc2Cl)cc1	12	-8	11	-0.015	24	-6	-4	8	-10
COc1ccccc1C(=O)NCCCN1CCCC1=O	6	5	8	0.34	1	-18	-14	-3	9
Cc1ccccc1NC(=O)OCc1cccnc1Sc1ccc(Cl)cc1	-37	-18	34	0.14	-7	-5	-7	7	65
CC(C)CNC(=S)NNC(=O)c1ccc2c(c1)OCO2	14	-12	15	nt	3	2	-8	-22	-4
CCN1c2ccccc2-c2nc3ccccc3n2C1c1cccnc1 (stereo unspecified)	-3	8	-24	0.081	0	7	-9	-56	-14
Cn1c(NC(=O)c2cccnc2)nc2ccccc21	14	-31	1	0.59	-1	1	-14	-6	-17
COc1ccc(CCNc2cc(=O)[nH]c(N)n2)cc1	-2	6	8	1.3	10	23	-9	-5	-28
CCC1CCCCN1CC(=O)Nc1cc(C)nn1-c1nc(C)cc(C)n1 (stereo unspecified)	-1	0	-14	0.26	7	16	-4	-6	-4
CN(CC(=O)N1CCCC1)S(=O)(=O)c1cc(Cl)ccc1Cl	26	-13	-18	-0.15	7	-8	-9	22	28
CN(C)S(=O)(=O)N1CCN(C(=O)N2CCOCC2)CC1	-14	3	-1	-0.41	-2	14	-2	-2	5
Cc1nn(CCC(=O)O)c2nc(-c3cccnc3)cc(C(F)(F)F)c12	-15	18	6	-0.072	3	-15	-8	6	-28
CCc1nnc(NC(=O)CSc2nnnn2C)s1	4	2	15	-0.038	nt	0	-10	-16	-2
COc1ccc(CNC(=S)Nc2cc(C)cc(C)c2)cc1	-10	-26	12	-1.4	-18	7	-10	-12	-13
CC(C)OC(=O)CSc1nnc(-c2ccc(Cl)cc2Cl)o1	-22	-6	-8	0.62	-10	nt	-4	-16	-15
CCOC(=O)C1=C(C)NC(C)=C(C(=O)OCC)C1c1cc(N)ccc1OC(F)F	2	-4	-10	-0.82	5	-8	-8	18	-10
CC(C)NC(=O)CSc1nnc2sc3ccccc3n12	-5	-7	-32	0.83	1	5	0	26	2
CCCc1cc(=O)n2[nH]c(NCc3ccccc3Cl)nc2n1	-8	-6	6	1.2	7	6	-18	-11	-25
CCCCn1c(CCNC(=O)CC)nc2ccccc21	-15	7	8	0.052	0	-2	-18	-11	-19
COc1cccc(CNc2ccc(F)c(Cl)c2)c1O	-16	nt	nt	-0.66	16	nt	2	-6	nt
CNC(=O)CN(c1cc(C)ccc1OC)S(=O)(=O)c1ccc(C)cc1	-12	-25	-7	-0.19	0	-21	-18	24	15
COc1cc(OC)c(C2SCCN2S(=O)(=O)c2ccc(F)cc2)cc1OC (stereo unspecified)	21	-10	-18	0.84	-1	-5	-9	1	-14
CCC(C(=O)NC1CCCC1)N(C(=O)Cn1nnc(-c2cccs2)n1)c1cnc2ccccc2c1 (stereo unspecified)	-23	-2	18	-1.5	-6	2	-5	2	-16
CS(=O)(=O)N(CC(=O)N1CCN(c2ccccc2)CC1)c1ccc(Cl)c(C(F)(F)F)c1	-17	10	4	0.72	-3	2	-1	-83	-34

Entries of single compounds, looked up by structure:
CS(=O)(=O)N(CC(=O)N1CCN(c2ccccc2)CC1)c1ccc(Cl)c(C(F)(F)F)c1 in the list: Plk1 PBD FP = -17; cytoskel mod = 10; VCAM1 TNFa inh = 4; DAT uptake mod = 0.72; Ecoli WT expand = -3; sEH inh = 2; PLK1 kinase inh = -1; IL1B cytotox = -83; HUVEC tox TNFa = -34
CC(C)NC(=O)CSc1nnc2sc3ccccc3n12 in the list: Plk1 PBD FP = -5; cytoskel mod = -7; VCAM1 TNFa inh = -32; DAT uptake mod = 0.83; Ecoli WT expand = 1; sEH inh = 5; PLK1 kinase inh = 0; IL1B cytotox = 26; HUVEC tox TNFa = 2

(continued)
SMILES	Plk1 PBD FP	cytoskel mod	VCAM1 TNFa inh	DAT uptake mod	Ecoli WT expand	sEH inh	PLK1 kinase inh	IL1B cytotox	HUVEC tox TNFa
CC(=O)n1cc(Nc2ccccc2C(=O)O)c2ccccc21	1	1	-2	0.045	-1	9	-9	-3	-46
O=C(CSc1nc2ncc(Br)cc2[nH]1)Nc1ccc2c(c1)OCO2	12	-17	28	-0.64	-3	-7	70*	-3	-12
CC(=O)N1CCN(c2ccc(NC(=O)c3ccc4c(c3)OCO4)cc2)CC1	-6	-2	-8	0.13	-7	9	-11	-14	-7
CC(=O)N(CC1CCCO1)c1nnc(-c2cnccn2)s1 (stereo unspecified)	-10	-28	-1	-0.76	3	-5	2	-4	-10
O=c1cc(CSc2ccc(S(=O)(=O)N3CCCCC3)cn2)nc2sccn12	-18	-10	20	0.16	3	-3	4	-9	-29
Cc1sc2ncn(CC(=O)NCCCC(=O)N3CCN(c4ccccn4)CC3)c(=O)c2c1C	17	nt	-12	0.86	-7	-12	-16	32	19
CCCCNC(=O)c1ccccc1Cl	10	8	-22	-0.0034	8	8	-6	-16	-22
Fc1ccc(NC(=S)N/N=C/c2ccc(F)c(F)c2)c(F)c1	-15	0	8	-0.27	-3	-5	-11	-4	-25
O=C1c2ccccc2-c2nc3ccccc3n21	31	-9	14	-0.0093	nt	-2	-14	0	19
CC1=Nn2c(nnc2-c2ccc(F)cc2)SC1	0	-13	-2	-0.022	4	4	-7	2	-8
CCOc1cc(/C=C2\N=C(SCC)SC2=O)cc([N+](=O)[O-])c1OC(C)=O	14	-2	-5	0.35	-9	-4	-9	11	-9
CCc1ccccc1N1C[C@@]23C=C[C@@H](O2)C(C(=O)OCC(C)C)[C@H]3C1=O (stereo partly specified)	-21	-21	-15	0.55	0	-12	-8	-7	-2
CCOc1ccc(C(=O)Nc2cc(=O)n(C)c(=O)n2C)cc1	5	5	1	-1.1	nt	2	-5	-16	2
C=CCOc1ccc(CNC(C)(C)CO)cc1OCC	-24	-4	11	-0.015	-11	-6	-10	-8	-2
CCN1CCN(C(=O)c2cc(-c3cccnc3)nc3ccc(Br)cc23)CC1	-6	-24	50	0.29	-1	5	-14	-9	2
c1ccc(-c2c(-c3ccccc3)n(Cc3ccco3)c3ncnc(NCCCn4ccnc4)c23)cc1	1	nt	-1	1.3	13	-4	3	-21	-23
CCOc1cccc(C(=O)Nc2cccnc2)c1	37	-2	16	0.9	5	3	9	-17	-23
Brc1ccccc1-c1nnc(COc2cccc3cccnc23)o1	-12	-4	5	2.1	1	-13	-10	0	-4
CCCCCCCC(=O)NNC(=O)CCC(=O)O	34	-15	14	nt	7	4	-12	-4	7
Cc1cc(C(=O)N=Nc2c(O)n(C(C)C)c3ccccc23)n[nH]1	24	-7	-20	0.001	-2	-26	-8	4	-2

Structures listed above shown as hits in VCAM1 TNFa inh.
Compound | Plk1 PBD FP | cytoskel mod | VCAM1 TNFa inh | DAT uptake mod | sEH inh | PLK1 kinase inh
O=C1c2cccc3c([N+](=O)[O-])ccc(c23)C(=O)N1c1nccs1 | -20 | -17 | 76* | 0.5 | -7 | -11

Following part:
SMILES	Plk1 PBD FP	cytoskel mod	VCAM1 TNFa inh	DAT uptake mod	Ecoli WT expand	sEH inh	PLK1 kinase inh	IL1B cytotox	HUVEC tox TNFa
COC(=O)COc1ccc(S(=O)(=O)NC2CCCCCC2)cc1	-4	-2	15	-0.019	-3	8	-9	-10	-7
CCn1c(=O)cc(SCC(=O)NCCCN2CCN(c3ccccc3F)CC2)c2ccccc21	-31	1	12	0.28	4	3	-11	0	0
COCc1nnc(NC(=O)c2cc(Cl)ccc2OC)s1	-11	9	15	-0.11	8	-1	-2	0	-15
CCC(=O)Nc1ccccc1Oc1ccccc1	-14	0	-4	-0.42	5	5	-3	-7	-16

Of the compounds above, four contain a furan ring, fused or not:
SMILES	Plk1 PBD FP	cytoskel mod	VCAM1 TNFa inh	DAT uptake mod	Ecoli WT expand	sEH inh	PLK1 kinase inh	IL1B cytotox	HUVEC tox TNFa
COc1ccccc1NC(=O)CSc1nnc(-c2ccoc2C)n1CC1CCCO1 (stereo unspecified)	-19	-14	17	nt	-4	7	-5	0	8
CCOC(=O)CSc1nc2c(sc(=S)n2Cc2ccco2)c(=O)n1-c1ccc(F)cc1	1	-3	-27	0.18	-23	nt	-5	-2	-11
CC(=O)c1cccc(NC2c3ncccc3C(=O)N2Cc2ccco2)c1 (stereo unspecified)	-5	nt	nt	0.046	0	9	-10	nt	nt
c1ccc(-c2c(-c3ccccc3)n(Cc3ccco3)c3ncnc(NCCCn4ccnc4)c23)cc1	1	nt	-1	1.3	13	-4	3	-21	-23

Quoted at random: 2 compounds from above
SMILES	Plk1 PBD FP	cytoskel mod	VCAM1 TNFa inh	DAT uptake mod	Ecoli WT expand	sEH inh	PLK1 kinase inh	IL1B cytotox	HUVEC tox TNFa
COC(=O)COc1ccc(S(=O)(=O)NC2CCCCCC2)cc1	-4	-2	15	-0.019	-3	8	-9	-10	-7
CCn1c(=O)cc(SCC(=O)NCCCN2CCN(c3ccccc3F)CC2)c2ccccc21	-31	1	12	0.28	4	3	-11	0	0
